All columns: NCI-60 one-dose screen, growth in % after 48 h at 10 µM unless noted; 100 = growth as untreated, 0 = no growth, -100 = all killed.
MDA-MB-468 = MDA-MB-468 breast cancer; hit rate 8.5% among 78,000; AID 2202374
CCRF-CEM = CCRF-CEM leukemia | hit rate 7% among 77,000 | AID 1794778
SR = SR leukemia cells | hit rate 8.7% among 73,000
MCF7 = MCF7 breast cancer. hit rate 6.3% among 82,000
K-562 = K-562 leukemia | hit rate 7.4% among 78,000
RPMI-8226 = RPMI-8226 leukemia cells | hit rate 7.5% among 77,000
MDA-MB-231 = MDA-MB-231 breast cancer; hit rate 5% among 81,000
MOLT-4 = MOLT-4 leukemia cells; AID 1794779; hit rate 6.9% among 80,000
* = called active by the depositor; nt = not tested or not shown; & = joins results of further samples. The calls were made as follows: active = growth percent below 10; inactive = the rest. An unsorted share of the library, and some 14% of all compounds hit somewhere here.

SMILES | MDA-MB-468 | CCRF-CEM | SR | MCF7 | K-562 | RPMI-8226 | MDA-MB-231 | MOLT-4
Cc1ccc(C)c2c1CCC(C)C2O (configuration not stated) | 110.1 | 98.1 | 92.7 | 102.3 | nt | 108.4 | 112.4 | 91.2
COC(=O)CCCCCCCCCCBr | 92.2 | 115.8 | 114.5 | 94.1 | 103.5 | 110.8 | 112.7 | 116.8
NC(=O)c1cc2c(n1Cc1ccccc1)-c1nc(NC3CCCCC3)ncc1CCC2 | 73.4 | 75.2 | 30.2 | 58.7 | 100.9 | 64.5 | 73.1 | 59.3
COc1ccc(Cn2nc(-c3ccc(OC)c(OC)c3)c3c2CCc2cnoc2-3)cc1OC | 81.3 | 88.1 | 55.7 | 76.8 | 87.4 | nt | 67.7 | 70.0
CCCCCCOC(=O)N1CCCCC1CCCCC (configuration not stated) | 88.9 | 96.2 | nt | 103.6 | 102.9 | 100.5 | 103.6 | 90.1
Cc1cc2c(c(C)c1Cl)C(=O)/C(=C/c1ccc(F)cc1)O2 | 97.4 | 100.3 | nt | 36.6 | 90.1 | 94.3 | 85.6 | 93.5
CC(=O)c1c(-c2ccc(OC(F)(F)F)cc2)nc2ccccn12 | 94.7 | 108.6 | 115.6 | 89.8 | 113.3 | 101.4 | 94.0 | 118.3
CC1(C)S[C@@H]2[C@H](NC(=O)[C@H](C(=O)O)c3cccs3)C(=O)N2[C@H]1C(=O)O | 102.1 | 104.8 | 102.1 | 109.7 | 105.5 | 116.6 | 125.6 | 124.6
N#Cc1c(-c2ccccc2)[nH]c(=S)n(N=O)c1=O | nt | 101.8 | 126.3 | 129.8 | 114.5 | 111.4 | 105.6 | 123.1
c1ccc(-c2c3c(nn2-c2ccccc2)CON(c2ccccc2)[C@H]3c2ccccc2)cc1 | 83.3 | 106.2 | 77.0 | 91.7 | 80.8 | 78.8 | 85.9 | 89.5
C/C(=N\NC(=O)C(C)SC(C)C(=O)N/N=C(\C)c1cccnc1)c1cccnc1 (configuration not stated) | 103.2 | 99.4 | 79.6 | 95.7 | 91.9 | 100.7 | 109.1 | 86.7
CCOC(=O)C1=C(C(C)=O)C(c2ccccc2[N+](=O)[O-])C(C(C)=O)=C(C(=O)OCC)N1 | 102.0 | 97.4 | nt | 68.5 | 96.1 | 97.3 | nt | 90.8
Cc1cc2ccccc2cn1 | 101.8&96.6 | 119.5&101.6 | 108.6 | 101.3&98.5 | 102.2&118.3 | 114.3&100.2 | 106.6&97.9 | 88.7&112.4
C=C1C(=O)O[C@H]2[C@H]1CC/C(COC(=O)CCCCCCC(=O)OC/C1=C/CC[C@@]3(C)O[C@H]3[C@H]3OC(=O)C(=C)[C@@H]3CC1)=C\CC[C@@]1(C)O[C@@H]21 | -23.9* | 4.5* | -2.7* | 14.8 | 2.6* | 2.8* | -1.7* | 2.4*
CCC(c1ccc(O)cc1)C(CC)c1ccc(O)c(O)c1 (configuration not stated) | 89.7 | 97.5 | 90.5 | 111.9 | 84.8 | 91.8 | 98.3 | 90.8
N#C/C(=N\O)C(N)=O | 119.7 | 88.5 | 101.1 | 100.5 | 103.6 | 91.0 | 109.6 | 98.6
CC(=O)Nc1ccc(NC(=O)c2ccc3noc(-c4ccccc4)c3c2)cc1 | 90.2 | 82.8 | 72.3 | 81.2 | 80.0 | 81.0 | 99.4 | 83.0
Clc1ccc(/C=N/N=c2\scc(-c3ccc(Br)cc3)n2/N=C/c2ccc(Cl)cc2)cc1 | 98.5 | 101.4 | 88.8 | 84.8 | 87.5 | 102.0 | 94.7 | 84.5
O=C1CCN(Cc2ccco2)C(=S)N1 | 101.3 | 83.0 | 93.0 | 107.3 | nt | 100.1 | 110.5 | 90.2
CCCn1cnc2c(Sc3c([N+](=O)[O-])ncn3C)nc(N)nc21 | 94.0 | 94.1 | 71.3 | 95.7 | 79.7 | 103.5 | 111.3 | 85.0
Cc1cc([N+](=O)[O-])ccc1NC(=O)c1ccc2c(c1)nc(-c1ccccc1)n2C1CCCCC1 | 100.2 | 68.5 | 39.5 | 77.0 | 49.9 | 76.2 | 84.4 | 52.0
Nc1cc(S(=O)(=O)c2ccc(N3CCCCC3)c(N)c2)ccc1N1CCCCC1 | 44.7&61.3 | 83.2&63.3 | 63.8 | 86.4&82.3 | 49.2&52.6 | 70.4&44.0 | 99.5&93.9 | 72.9
O=C(O)c1cc([N+](=O)[O-])ccc1Oc1ccccc1 | 101.4 | 100.8 | 91.0 | 99.3 | 116.4 | 97.8 | 97.3 | nt
C/C(=N\C(N)=S)c1nc2ccccc2n1CCBr | 116.7 | 89.8 | 81.6 | 89.7 | 103.1 | 98.3 | 92.5 | 95.0
COc1cc(O)ccc1C1=CC(=O)OC1Cc1ccc(O)cc1 (configuration not stated) | 89.5 | 97.1 | 94.5 | 108.4 | 91.8 | 111.8 | 99.6 | 89.4
O=[N+]([O-])c1ccc2cn(C3OC(CO)C(O)C3O)nc2c1 (configuration not stated) | 99.4 | 103.0 | 105.7 | 106.2 | 110.0 | 104.3 | 101.7 | 108.3
COc1cccc(-c2nnc(-c3nc4ccccc4nc3Cl)o2)c1 | 74.8 | 104.9 | 95.2 | 50.2 | 99.9 | 99.7 | 104.9 | 104.3
COc1ccc(C(=O)c2sc3nc4c(cc3c2N)CCCC4)cc1OC | -5.9* | 28.9 | -7.0* | 27.1 | 10.9 | 10.4 | 46.3 | 6.5*
COc1ccc(-c2nnc(COc3ccc(NC(=O)Nc4cccc(C(F)(F)F)c4)cc3F)o2)cc1 | 46.1 | 47.7 | 3.9* | 88.7 | 45.3 | 33.6 | 42.5 | 33.8
Clc1ccc(CSc2ncnc3nc[nH]c23)cc1 | 82.7 | 86.4 | nt | 90.0 | 47.4 | 90.1 | 94.4 | 70.3

Some entries already given, showing only MCF7, MDA-MB-231 and K-562:
Structure,MCF7,MDA-MB-231,K-562
Nc1cc(S(=O)(=O)c2ccc(N3CCCCC3)c(N)c2)ccc1N1CCCCC1,86.4&82.3,99.5&93.9,49.2&52.6
COc1ccc(C(=O)c2sc3nc4c(cc3c2N)CCCC4)cc1OC,27.1,46.3,10.9

Next section
SMILES | MDA-MB-468 | CCRF-CEM | SR | MCF7 | K-562 | RPMI-8226 | MDA-MB-231 | MOLT-4
COC(=O)C1(C(=O)OC)C2CC(C)=C(C)CC21 (configuration not stated) | nt | 99.9 | 100.7 | 96.8 | 108.9 | 104.8 | 104.8 | 109.7
COC(=O)[C@H](NS(=O)(=O)N(c1ccc(F)cc1)C1CCN(Cc2ccc(F)cc2)CC1)C(C)C | 94.2 | 84.7 | 74.1 | 103.5 | 87.1 | 84.0 | 98.5 | 63.1
Nc1nc(=S)[nH]c(-c2ccc(Cl)cc2Cl)c1-c1ncn[nH]1 | 103.9 | 92.7 | 83.2 | 94.1 | 98.0 | 102.7 | 104.1 | 91.4
COC(=O)/C=C1\Sc2ccc(Cl)cc2NC1=O | 104.1 | 89.5 | 89.3 | 90.6 | 92.5 | 102.9 | 104.2 | 89.8
COC(=O)[C@@H](N)CCCCNC(=O)[C@]12CCC(C)(C)C[C@H]1C1=CC[C@@H]3[C@@]4(C)CCC(=O)C(C)(C)[C@@H]4CC[C@@]3(C)[C@]1(C)CC2 | 103.5 | 102.2 | 81.5 | 94.0 | 91.8 | 98.9 | 99.5 | 96.9
Cc1cccc[n+]1C1c2ccccc2-c2ccccc21 | 68.5 | 78.5 | 101.7 | 95.1 | 86.6 | 70.7 | 98.5 | 98.3
COc1ccc(C2CC(c3ccco3)=NN2c2ccc(S(=O)(=O)NC(=O)NCc3ccccc3)cc2)cc1 (configuration not stated) | 101.2 | 99.0 | 106.7 | 94.6 | 98.0 | 102.4 | 112.1 | 109.7
Cc1ccc(Sc2oc(-c3ccc(C)cc3)nc2C(=O)O)cc1 | 109.8 | 107.8 | 95.5 | 95.0 | 91.5 | 111.6 | 108.6 | 92.6
CC1=CC(c2cccs2)N2C=C(C)SC2=N1 (configuration not stated) | 92.9 | 98.4 | 111.1 | 92.2 | nt | 101.3 | 107.4 | 95.2
CCCCCCCCCCOC(=O)C(C)OC(=O)OC (configuration not stated) | 115.4 | 90.2 | 86.9 | 89.1 | 97.0 | 100.0 | 121.2 | 89.9
CS(=O)(=O)c1ccc(-c2nc3ccccn3c2/C=N/NC(=S)Nc2ccc(Cl)cc2)cc1 | 88.0 | 101.8 | 77.2 | 79.4 | 83.2 | 100.0 | 100.9 | 96.6
COc1cccc2c1nc1nc3ccc[nH]c3cc12 | 62.0 | 104.1 | 82.2 | 45.2 | 86.4 | 105.1 | 109.1 | 84.5
N/C(=N\S(=O)(=O)c1cccc(Br)c1)Nc1nc2ccccc2s1 | 76.7 | 102.8 | nt | 77.8 | 90.7 | 95.0 | 97.2 | 100.9
NC(=O)NCOC(=S)S | 103.4 | 108.3 | 99.8 | 95.1 | 103.3 | nt | 100.1 | 104.4
COC(=O)C1=C(N)N(c2ccccc2)C2=C(C(=O)CC(C)(C)C2)C1c1cccc(Cl)c1 (configuration not stated) | 79.1 | 87.5 | 87.9 | 77.8 | 72.8 | 95.4 | 87.0 | 71.6
Cc1sc2nc(NCCc3cccs3)[nH]c(=O)c2c1C | 82.4 | 81.9 | 72.1 | 87.3 | 82.5 | 86.7 | 92.5 | 75.3
O=c1ccccn1-c1ccc(C2=NCCO2)cc1 | 128.8 | 131.2 | 106.7 | 100.6 | 94.9 | 124.1 | 96.7 | 102.3
COc1cc(C2NN=C3c4ccccc4CCC32)cc(OC)c1OC (configuration not stated) | nt | 2.0* | 61.1 | 42.7 | 42.8 | 5.4* | 48.4 | 60.5
COc1ccc(C2=CC(c3cc(OC)c(OC)c(OC)c3)NC(=O)N2)cc1OC (configuration not stated) | -12.6* | 6.6* | 9.6* | 15.0 | 10.6 | 4.8* | 21.8 | 17.9
CC(=O)Nc1ccc(/C(N=Nc2ccccc2)=N/N=C(N)N)cc1 | nt | 65.2 | nt | 61.4 | 70.0 | nt | 47.2 | 73.9
O=C1Nc2ccc(C(=O)O)cc2/C1=N/c1n[nH]c(=S)s1 | 101.2 | 47.5 | 55.6 | 73.5 | 72.4 | 67.9 | 96.9 | 83.6
C=CCN(C)C | 102.1 | nt | nt | 101.1 | nt | 117.1 | 97.7 | nt
CCOC(=O)c1ccc(NC2CCC(=O)N2)cc1 (configuration not stated) | 97.0 | 106.0 | 105.5 | 98.0 | 82.0 | 105.0 | 102.3 | 97.3
CCO/C=N/C1=C(C#N)C(c2ccc(Cl)cc2)c2c(c3ccc(C)cc3[nH]c2=O)O1 (configuration not stated) | 96.8 | 87.3 | 86.7 | 78.7 | 88.1 | 30.2 | 59.6 | 95.6
O=C(O)CC(O)C(O)C(O)CO (configuration not stated) | 97.4 | 95.7 | 82.5 | 103.4 | 93.7 | 95.8 | 105.3 | 80.9
Clc1cc(Cl)cc(N2N=C(c3ccccc3)CC2c2sc(Cl)nc2Cl)c1 (configuration not stated) | 110.5 | 93.1 | 91.7 | 89.7 | 75.3 | 98.5 | 95.5 | 85.1
CC1(C)S(=O)(=O)OCCOS1(=O)=O | 101.3 | 78.8 | nt | 97.1 | 100.2 | 103.8 | nt | 102.3
CC(=O)O[C@H]1C[C@@]2(C)[C@@H](C[C@@H](O)[C@H]3[C@@]4(C)CC[C@@H](OC(C)=O)[C@@H](C)[C@@H]4CC[C@@]32C)/C1=C(\CCC=C(C)C)C(=O)O | 87.1 | 108.8 | 114.4 | 91.4 | 101.2 | 94.2 | 92.8 | 99.7
C=C1C(=O)O[C@H]2[C@H]1CC/C(Cn1cc(-c3ccc(F)cc3)nn1)=C\CC[C@@]1(C)O[C@@H]21 | -53.1* | -36.6* | -15.1* | -55.6* | -20.3* | -34.1* | -46.2* | -25.4*
ClC(Cl)=C(c1ccccc1)c1ccccc1 | 123.7 | 89.8 | 82.2 | 104.8 | 98.5 | 92.3 | 118.4 | 94.6
NC(=O)c1ccsc1NC(=O)CSc1ccc(Br)cc1 | nt | 88.8 | 53.1 | 86.6 | 72.6 | 51.4 | 95.7 | 88.5

5 entries out of the list, sorted by count of non-hydrogen atoms, smallest number first:
SMILES | MDA-MB-468 | CCRF-CEM | SR | MCF7 | K-562 | RPMI-8226 | MDA-MB-231 | MOLT-4
O=C(O)CC(O)C(O)C(O)CO (configuration not stated) | 97.4 | 95.7 | 82.5 | 103.4 | 93.7 | 95.8 | 105.3 | 80.9
NC(=O)c1ccsc1NC(=O)CSc1ccc(Br)cc1 | nt | 88.8 | 53.1 | 86.6 | 72.6 | 51.4 | 95.7 | 88.5
Clc1cc(Cl)cc(N2N=C(c3ccccc3)CC2c2sc(Cl)nc2Cl)c1 (configuration not stated) | 110.5 | 93.1 | 91.7 | 89.7 | 75.3 | 98.5 | 95.5 | 85.1
C=C1C(=O)O[C@H]2[C@H]1CC/C(Cn1cc(-c3ccc(F)cc3)nn1)=C\CC[C@@]1(C)O[C@@H]21 | -53.1* | -36.6* | -15.1* | -55.6* | -20.3* | -34.1* | -46.2* | -25.4*
CC(=O)O[C@H]1C[C@@]2(C)[C@@H](C[C@@H](O)[C@H]3[C@@]4(C)CC[C@@H](OC(C)=O)[C@@H](C)[C@@H]4CC[C@@]32C)/C1=C(\CCC=C(C)C)C(=O)O | 87.1 | 108.8 | 114.4 | 91.4 | 101.2 | 94.2 | 92.8 | 99.7

Assay outcomes (PubChem BioAssay)
